Compound activity (PubChem)
EPAC2 antagonist – antagonists of human EPAC2; Q8WZA2; Potency, µM (top dose mostly 114 µM), for inactives: at the top dose activity, negative = inhibition, most hits filed as inhibitors; EPAC2 GEF exchange of Rap1B-BODIPY-GDP, fluorescence; 360,000 compounds, 0.18% hits; AID 720708; note: potency is the fitted concentration of half-maximal effect; % is set by controls: 0 for no effect and ±100 for the full control effect; nearly all actives have a fitted effect of over 45% in size; many of its hits are not listed in these tables
Target sequence (Q8WZA2 whole entry, looked up): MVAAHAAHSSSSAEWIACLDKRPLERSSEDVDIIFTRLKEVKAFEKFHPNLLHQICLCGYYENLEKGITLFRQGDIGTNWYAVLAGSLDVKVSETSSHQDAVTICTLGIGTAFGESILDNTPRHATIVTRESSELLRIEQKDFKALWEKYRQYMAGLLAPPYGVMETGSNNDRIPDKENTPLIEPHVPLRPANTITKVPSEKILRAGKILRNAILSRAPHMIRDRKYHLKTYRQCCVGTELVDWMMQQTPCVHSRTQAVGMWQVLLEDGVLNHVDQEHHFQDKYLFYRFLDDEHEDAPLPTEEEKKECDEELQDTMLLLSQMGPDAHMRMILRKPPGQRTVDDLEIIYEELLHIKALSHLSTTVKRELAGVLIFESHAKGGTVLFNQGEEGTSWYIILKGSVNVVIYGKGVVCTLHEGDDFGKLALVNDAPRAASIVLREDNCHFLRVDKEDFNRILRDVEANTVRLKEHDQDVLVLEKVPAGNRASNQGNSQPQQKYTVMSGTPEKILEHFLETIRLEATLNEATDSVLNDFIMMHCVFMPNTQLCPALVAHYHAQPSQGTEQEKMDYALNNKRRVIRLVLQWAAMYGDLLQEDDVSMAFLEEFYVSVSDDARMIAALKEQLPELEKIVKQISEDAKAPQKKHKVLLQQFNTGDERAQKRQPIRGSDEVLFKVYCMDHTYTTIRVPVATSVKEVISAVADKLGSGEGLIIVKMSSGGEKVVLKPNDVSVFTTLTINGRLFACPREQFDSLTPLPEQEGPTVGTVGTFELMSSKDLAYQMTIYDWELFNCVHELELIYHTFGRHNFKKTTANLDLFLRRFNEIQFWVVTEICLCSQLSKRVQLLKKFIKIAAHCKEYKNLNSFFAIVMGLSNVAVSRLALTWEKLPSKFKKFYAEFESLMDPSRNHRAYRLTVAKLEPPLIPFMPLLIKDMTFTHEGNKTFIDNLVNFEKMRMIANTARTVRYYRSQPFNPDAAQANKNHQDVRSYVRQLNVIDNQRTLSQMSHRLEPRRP
Abeta rescue – compounds reversing amyloid beta toxicity in yeast; yeast expressing A-beta42, growth rescue, OD600, 48 h; response scale: 0% DMSO, 100% iron-clioquinol control; 410,000 compounds, 0.063% hits; Potency, µM (top dose mostly 46.1 µM), inactives show top-dose growth rescue, actives largely listed as activators; AID 1347071; note: potency is the fitted concentration of half-maximal effect; nearly all actives have a fitted effect of over 55% in size
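Yeast A-beta toxicity model in growth medium with pinned compounds, 48 h at 30 C; growth read as absorbance at 600 nm. Normalized to FeCl3/clioquinol equimolar mix (positive) and DMSO (negative).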
D3 ag – agonists of human D3 dopamine receptor; P35462; D3R DiscoveRx beta-arrestin cells, luminescence, 90 min; max activation, %; 410,000 compounds, 0.58% hits; AID 652048; in the data active = max activation above about 30%; note: 0% is about no effect; mostly tested at two doses, the higher about 12 µM
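Agonist mode: compounds and dopamine controls were applied to plated cells for 90 min at 37 degrees C after an overnight attachment at 1500 cells/well. Luminescent read-out followed 30 - 60 minutes at room temperature with DiscoveRx detection reagent.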
FUS yeast rescue – rescues growth of FUS-expressing yeast; AID 1347120; Potency, µM (doses to about 76.6 µM), for the others: at the top dose growth rescue (activation), hits mostly activators; 390,000 compounds, 0.24% hits; S. cerevisiae FUS-expressing, growth rescue, OD600, 24 h;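 note: potency is the fitted concentration of half-maximal effect; plate controls were DMSO vehicle for no effect and reference control for full effect; nearly all actives have a fitted effect of over 55% in size; some results filed as inactive show a strong effect at the top dose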
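Yeast FUS proteinopathy model; galactose-induced FUS (2%), starting OD 0.005. Cpds in dilution series, 24hr, 30C, 99% humidity. Abs 600 nm growth. Pos ctrl CP55940 (top 92uM final); neg ctrl DMSO.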
EPAC2 agonist – EPAC2 (human) agonism; Q8WZA2; EPAC2 activation, biochemical qHTS; response scale: 100% = 6.5 mM cAMP response; Potency, µM (series often up to 154 µM), without a hit: at the highest dose activation, hits mostly activators; 360,000 compounds, 0.079% hits; AID 720711; note: potency is the fitted concentration of half-maximal effect; nearly all actives have a fitted effect of over 50% in size
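Compounds were titrated in qHTS against a Rap1B-BODIPY-GDP (250 nM) complex with EPAC2 (100 nM) and GDP (50 uM). BODIPY-GDP release tracked at 480/540 nm over 30 min at room temperature, normalized to 6.5 mM cAMP.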
DRD3 antagonist – D3 dopamine receptor (human) antagonism | AID 652054 | 360,000 compounds, 2.5% hits | D3R cells, DiscoveRx beta-arrestin luminescence, antagonist mode; hits give low values | P35462 | max response, negative = inhibition, %; in the data active = max response below about -50%; inconclusive = no clear call, values can overlap the other calls; note: % is set by controls: 0 for no effect and ±100 for the full control effect; mostly tested at two doses, the higher about 12 µM
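Cells expressing the human receptor were seeded at 1500 cells/well, incubated overnight at 37 degrees C in 5% CO2, then exposed to library compounds with dopamine controls for 90 minutes at 37 degrees C before luminescent detection.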
TDP-43 yeast inh – rescues yeast growth from TDP-43 toxicity; TDP-43 expressing yeast growth rescue, BacTiter-Glo, 24 h; Potency, µM (top dose mostly 46.1 µM), without a hit: at the highest dose growth rescue (activation), actives largely listed as activators; 410,000 compounds, 1.8% hits; note: potency is the fitted concentration of half-maximal effect; % of control where 0% means no effect; nearly all actives have a fitted effect of over 50% in size
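Luminescence from BacTiter-Glo reports growth of TDP-43-expressing yeast after 24 hr at 30 deg C with compound. Cells were raffinose-pregrown to mid-log, then seeded in galactose medium at OD600=0.02.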
aSyn rescue – alpha-synuclein toxicity inhibition in yeast; Yeast expressing alpha-synuclein, growth rescue, BacTiter-Glo, 24 h; Potency, µM (titrated, usually from 46.1 µM), without a hit: at the top dose growth rescue (activation), usual class: activators; 370,000 compounds, 0.14% hits; note: potency is the fitted concentration of half-maximal effect; % of control where 0% means no effect; nearly all actives have a fitted effect of over 65% in size
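Screening used galactose-induced yeast with toxic alpha-synuclein levels, exposed to compound for 24 hr at 30 deg C. Cell growth, read with BacTiter-Glo luminescence, gave the measured signal.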
Numbers without * were called inactive; u = inconclusive; x = no result given; & = joins results of further samples; [ ] = dose if it differs, or a comment. Unless noted, calls come from the whole dose curve; as a rule, active = well fitted curve in the direction sought with a large enough effect; inconclusive = small, poorly fitted or top-dose-only effect, or another doubt; inactive = no such curve, though single readings can be large; an effect the other way counts as inactive or inconclusive. An excerpt (hit frequency here may not be typical).

1. O=C(CSc1nncs1)N1c2ccccc2Sc2ccccc21
2. Cc1ccc(S(=O)(=O)NNC(=S)Nc2c(Cl)cccc2Cl)cc1
3. COc1ccc(N(CC(=O)NCc2ccccc2Cl)S(=O)(=O)c2c(C)[nH]c(=O)[nH]c2=O)cc1
4. CCN(CC)C(=O)COc1ccc(/C=C(\C#N)S(=O)(=O)c2ccccc2)cc1OC
5. Cc1ccccc1NC(=O)Cn1c(SCC(=O)Nc2ccc(F)cc2)nc2ccccc21
6. CC1(C)CC(N(Cc2ccco2)C(=O)Cc2ccccc2)CCO1 (stereo not given)
7. O=C(Nc1ccc2c(c1)OCO2)C1Cc2c(-c3cccnc3)ccnc2O1 (stereo not given)
8. Cc1ccc(NC(=O)CC2Oc3ccc(C)cc3NC2=O)c(C)c1 (stereo not given)
9. COC(=O)[C@@H]1CCCN1C(=O)CCc1nnc(C2CCCCC2)o1
10. Cc1cccc(Cl)c1NNC(=O)Nc1c([N+](=O)[O-])c(C)nn1C
Screen / compound no.,1,2,3,4,5,6,7,8,9,10
D3 ag,-3,13,-5,3,14,4,2,0&-10,3,1
aSyn rescue,4%,-2%,x,2%,x,1%,6%,-4%,-7%,4%
Abeta rescue,11%,8%,-9%,8%,4%,17%,5%,-2%&-16%,-17%,-13%
FUS yeast rescue,-1%,-7%,32%,u,-4%,-13%,-18%,-23%&-13%,4%,-8%
EPAC2 agonist,12%,8%,x,4%,x,24%[15.6 µM],-3%,11%,6%,11%
DRD3 antagonist,-6,-3,x,13,x,22,0,-16,-16,54
TDP-43 yeast inh,27%,5%,9%,17%,13%,6%,28%,25%&5%,-23%,3%
EPAC2 antagonist,-3%,6%,x,0%,x,-3%,2%,5%,-6%,-11%

Fetched by compound from the list above:
10. Cc1cccc(Cl)c1NNC(=O)Nc1c([N+](=O)[O-])c(C)nn1C
6. CC1(C)CC(N(Cc2ccco2)C(=O)Cc2ccccc2)CCO1 (stereo not given)
9. COC(=O)[C@@H]1CCCN1C(=O)CCc1nnc(C2CCCCC2)o1
Screen / compound no.,10,6,9
D3 ag,1,4,3
aSyn rescue,4%,1%,-7%
Abeta rescue,-13%,17%,-17%
FUS yeast rescue,-8%,-13%,4%
EPAC2 agonist,11%,24%[15.6 µM],6%
DRD3 antagonist,54,22,-16
TDP-43 yeast inh,3%,6%,-23%
EPAC2 antagonist,-11%,-3%,-6%

More records:
11. COc1ccc(NC(=O)NCCCN2CCCC2=O)cc1
12. Cc1cccc(C(=O)Nc2ccc(N3CCC(CCN4CCOCC4)CC3)c(C(=O)O)c2)c1
13. O=C(Nc1cc(F)cc(F)c1)c1ccc(NCCCN2CCCCCC2)c([N+](=O)[O-])c1
14. CCc1nn(CC(=O)N2CCN(c3cc(C)ccc3C)CC2)c(=O)c2cc3occc3n12
15. COc1cc(-c2noc(C)c2C(=O)NCc2ccc(C)o2)cc(OC)c1OC
16. COc1ccc(S(=O)(=O)N2CCC(C(=O)Nc3ccc(S(=O)(=O)N4CCCC4)cc3)CC2)cc1OC
17. CC1CN(CCCCOc2ccc3ccccc3c2)CC(C)O1 (stereo not given)
18. C=CCn1c(SCC(=O)c2ccc(CNC(C)=O)o2)nc2scc(C3CC3)c2c1=O
19. Cn1c(=O)[nH]c(=O)c2c1nc1n2CCN1Cc1ccccc1
20. O=C(Nc1nc2c(Cl)c(Cl)ccc2s1)C1CC1
Screen / compound no.,11,12,13,14,15,16,17,18,19,20
D3 ag,4,9,-9,4&-5,5,-16,-21,-12,14,5
aSyn rescue,-4%,x,2%,3%,2%,-4%,18%,-3%,0%,-6%
Abeta rescue,3%,-1%,10%,0%&-16%,10%,-12%,-41%[inhibitor],7%,0%,-4%
FUS yeast rescue,-17%,-8%,6%,13%&-2%,-1%,u,x,u,25%,-9%
EPAC2 agonist,6%,x,11%,3%,2%,10%,13%,9%,1%,5%
DRD3 antagonist,-8,x,-3,14,20,-4,u,6,-3,-22
TDP-43 yeast inh,8%,18%,-4%,24%&-6%,22%,-35%[inhibitor],-23%,-8%,-17%,-10%
EPAC2 antagonist,14%,x,1%,2%,11%,0%,3%,-13%,-1%,12%

21. NC(=O)c1nsc(C(=O)N(Cc2cccnc2)C(C(=O)NCc2ccc(F)cc2)c2ccc(O)cc2)c1N (stereo not given)
22. Cc1c(N=Cc2ccncc2)c(=O)n(-c2ccccc2)n1C
23. CC(C)(C)c1ccc(/C=N/NC(=O)C[n+]2ccccc2)cc1
24. CCC(C)c1ccc(NC(=S)NC2CCN(Cc3ccccc3)CC2)cc1 (stereo not given)
25. Cc1ccc(S(=O)(=O)N(CC(O)CN2CCCCC2)c2cccc([N+](=O)[O-])c2)cc1 (stereo not given)
26. CO[C@H]1CN(C)C(=O)c2cc(NC(=O)c3ccccc3)ccc2OC[C@H](C)NC[C@@H]1C
27. CCOc1ccc(C(=O)Nc2ccc(S(=O)(=O)NCC3CCCO3)cc2)cc1OCC (stereo not given)
28. CS(=O)(=O)Nc1ccc(S(=O)(=O)N2CCCCCC2)cc1
29. Brc1ccc2c(c1)C(c1ccc(N3CCOCC3)cc1)=NNC(c1cccs1)=N2
30. O=C(Cc1ccc(Br)cc1)N1CCN(C(=O)c2ccco2)CC1
Screen / compound no.,21,22,23,24,25,26,27,28,29,30
D3 ag,3,1,-15,-13,-34,-4,6,4,-7,1
aSyn rescue,2%,6%,2%,0%,2%,-1%,-2%,0%,-9%,2%
Abeta rescue,-1%,-3%,-16%,-4%,-14%,-2%,-2%,9%,3%,-1%
FUS yeast rescue,-4%,-12%,11%,43%,-1%,-1%,x,0%,u,20%
EPAC2 agonist,2%,6%,11%,-1%,15%,3%,-9%,5%,13%,5%
DRD3 antagonist,9,2,4,u,u,2,2,-10,-26,6
TDP-43 yeast inh,-4%,0%,-8%,-13%,-9%,18%,18%,-4%,23%,4%
EPAC2 antagonist,-29%,1%,12%,-3%,2%,-6%,-17%,1%,5%,1%

31. CC(C)OCCCN1C(=O)c2[nH]nc(-c3ccccc3O)c2C1c1ccccc1F (stereo not given)
32. CCCCn1c(N)c(N(CC(C)C)C(=O)c2cccc(S(=O)(=O)N(C)c3ccc(C)cc3)c2)c(=O)[nH]c1=O
33. CCOc1ccccc1NC(=O)COC(=O)C(Cc1ccccc1)NC(=O)c1ccco1 (stereo not given)
34. COc1ccc2[nH]c(-c3cccc(F)c3)cc(=O)c2c1
35. CC1CC(C)(C)CC2(C1)NC(=O)N(CC(=O)Nc1ccc3c(c1)OCO3)C2=O (stereo not given)
36. Cc1c(OCC(=O)N(C)c2ccccc2)ccc2c3c(c(=O)oc12)CCC3
37. O=C(c1ccco1)N1CCN(C(=O)c2cc(Cl)nc3ccccc23)CC1
38. CCCCOC(=O)Nc1nnc(C(C)C)s1
39. CC1=CC(C)(C)[N+](C)(C)c2ccc(C)cc21
40. CCOC(=O)/C=C/[C@H]1CC(c2ccccc2)(c2ccccc2)CO1
Screen / compound no.,31,32,33,34,35,36,37,38,39,40
D3 ag,10,6,3,-9,-1,5,7,-13,3,0
aSyn rescue,x,-1%,7%,-5%,12%,-1%,2%,19%,1%,16%
Abeta rescue,22%,4%,-2%,8%,-6%,-17%,-4%,-16%,2%,6%
FUS yeast rescue,-13%,15%,20%,2%,-22%,35%,5%,10%,-19%,-3%
EPAC2 agonist,x,-10%,12%,-2%,-5%,6%,2%,5%,1%,4%
DRD3 antagonist,x,8,-4,u,2,-5,11,-6,5,-13
TDP-43 yeast inh,0%,-2%,2%,15%,-1%,17%,21%,0%[9.22 µM],-5%,0%
EPAC2 antagonist,x,5%,-23%,6%,-8%,-7%,9%,39%[activator],9%,1%

41. Cc1cc(N2CCC(N(C)C3CCCC3)CC2)nc2cc(O)ccc12
42. COc1ccc(CC2(CO)CCN(Cc3cnc(-c4ccccc4C)nc3)CC2)cc1
43. CCCSc1nc2c(cnn2-c2ccc(C)c(C)c2)c(=O)[nH]1
44. COc1ccc(-c2cnc3c(NC(C)=O)cc(-c4ccccc4CN(C)C)cn23)cc1OC
45. Cc1ccc(C(=O)NCc2ccccn2)cc1NC1=NC2CS(=O)(=O)CC2S1 (stereo not given)
46. O=C(N=Nc1c(O)[nH]c2ccccc12)c1cc(NS(=O)(=O)c2cccs2)cc(NS(=O)(=O)c2cccs2)c1
47. Cc1ccnc(N2C(=O)c3ccccc3C2Nc2ccc3c(c2)OCCO3)c1 (stereo not given)
48. O=S(=O)(/N=C(/c1ccc(F)cc1)N1CCCCC1)c1ccc(Cl)cc1
49. COc1ccccc1CCNC(=O)C(=O)NCC(c1ccco1)S(=O)(=O)c1ccc(F)cc1 (stereo not given)
50. COC(=O)CCN1CCC2CC1c1cc(-c3cccc(C)c3)ccc12 (stereo not given)
Screen / compound no.,41,42,43,44,45,46,47,48,49,50
D3 ag,-11,-11,-2,-4,-4,-8,2,1,1,-33
aSyn rescue,0%,10%,-8%,-2%,-8%,1%,9%,1%,x,0%
Abeta rescue,2%,7%,-14%,-17%,11%,-18%,11%,3%,-1%,-9%
FUS yeast rescue,-8%,9%,4%,3%,-5%,53%,-3%,9%,-3%,-12%
EPAC2 agonist,8%,10%,12%,9%,1%,6%,10%,5%,x,7%
DRD3 antagonist,-20,-9,-21,-24,12,-18,5,-5,x,-17
TDP-43 yeast inh,21%,11%,-18%,18%,23%,-20%,17%,14%,10%,-16%
EPAC2 antagonist,17%,-4%,4%,2%,-5%,3%,-21%,-10%,x,17%
